V-ATPase pHluor = yeast V-ATPase proton transport regulation by pHLuorin | S. cerevisiae, pHLuorin cytosolic pH fluorescence | response, % at 10 µM | actives 0.37% (n = 350,000) | AID 504577; in the data active = response mostly above about 7.3%, no sharp cut-off; inactive = mostly below about 5.4%; also: actives read high; inactives centre near 0; some compounds called inactive have numbers as strong as hits
CAL PDZ FP-1 = blocks peptide binding to human CAL PDZ domain | Q9HD26 | purified CAL PDZ, TMR-peptide fluorescence polarization, 1 h | inhibition, % at 20 µM | actives 0.02% (n = 330,000) | AID 504414;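 active = highest replicate inhibition of at least 40%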;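 also: plate controls were DMSO neutral control wells for no effect and unlabeled competitor peptide control wells for full effect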
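Read-out basis: mP drop reported as inhibition | Assay system: Tagged CAL PDZ protein CerCALP, purified | Benchmarks: Unlabelled peptide for full inhibition, DMSO wells as neutral | Schedule: 1 h incubation at room temperature before polarization reading | Buffer or medium: Sodium phosphate/NaCl buffer pH 7.4 with TCEP, IgG, Thesit | Doses: Single point, 20 µM | Measured by: Fluorescence polarization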
Keap1-Nrf2 PPI = disrupts human Keap1 binding to Nrf2 peptide. Q14145. Keap1 Kelch-Nrf2 peptide fluorescence polarization, 1536-well. inhibition, % at 9.4 µM. actives 0.15% (n = 340,000). AID 504523; in the data active = inhibition above about 12%;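 also: human Keap1 Kelch domain with fluorescein labeled Nrf2 9mer peptide probe; 0% = neutral control wells and 100% = peptide positive control; higher means more block of Keap1 binding to Nrf2 peptide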
DAGLB inh = blocks human DAGLB lipase activity; HEK293T DAGLB membrane lysate, EnzChek fluorogenic substrate; inhibition, % at 5.17 µM; actives 0.059% (n = 340,000); in the data active = inhibition above about 34%;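 also: 0% = enzyme with vehicle and 100% = wells lacking enzyme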
NSD2 inh = blocks human histone methyltransferase NSD2 | AID 743445 | inhibition, % at 12.5 µM | actives 0.54% (n = 310,000) | NSD2 peptide methylation, AlphaScreen, 120 min; in the data active = inhibition above about 50%
Target sequence (O96028 whole entry, looked up): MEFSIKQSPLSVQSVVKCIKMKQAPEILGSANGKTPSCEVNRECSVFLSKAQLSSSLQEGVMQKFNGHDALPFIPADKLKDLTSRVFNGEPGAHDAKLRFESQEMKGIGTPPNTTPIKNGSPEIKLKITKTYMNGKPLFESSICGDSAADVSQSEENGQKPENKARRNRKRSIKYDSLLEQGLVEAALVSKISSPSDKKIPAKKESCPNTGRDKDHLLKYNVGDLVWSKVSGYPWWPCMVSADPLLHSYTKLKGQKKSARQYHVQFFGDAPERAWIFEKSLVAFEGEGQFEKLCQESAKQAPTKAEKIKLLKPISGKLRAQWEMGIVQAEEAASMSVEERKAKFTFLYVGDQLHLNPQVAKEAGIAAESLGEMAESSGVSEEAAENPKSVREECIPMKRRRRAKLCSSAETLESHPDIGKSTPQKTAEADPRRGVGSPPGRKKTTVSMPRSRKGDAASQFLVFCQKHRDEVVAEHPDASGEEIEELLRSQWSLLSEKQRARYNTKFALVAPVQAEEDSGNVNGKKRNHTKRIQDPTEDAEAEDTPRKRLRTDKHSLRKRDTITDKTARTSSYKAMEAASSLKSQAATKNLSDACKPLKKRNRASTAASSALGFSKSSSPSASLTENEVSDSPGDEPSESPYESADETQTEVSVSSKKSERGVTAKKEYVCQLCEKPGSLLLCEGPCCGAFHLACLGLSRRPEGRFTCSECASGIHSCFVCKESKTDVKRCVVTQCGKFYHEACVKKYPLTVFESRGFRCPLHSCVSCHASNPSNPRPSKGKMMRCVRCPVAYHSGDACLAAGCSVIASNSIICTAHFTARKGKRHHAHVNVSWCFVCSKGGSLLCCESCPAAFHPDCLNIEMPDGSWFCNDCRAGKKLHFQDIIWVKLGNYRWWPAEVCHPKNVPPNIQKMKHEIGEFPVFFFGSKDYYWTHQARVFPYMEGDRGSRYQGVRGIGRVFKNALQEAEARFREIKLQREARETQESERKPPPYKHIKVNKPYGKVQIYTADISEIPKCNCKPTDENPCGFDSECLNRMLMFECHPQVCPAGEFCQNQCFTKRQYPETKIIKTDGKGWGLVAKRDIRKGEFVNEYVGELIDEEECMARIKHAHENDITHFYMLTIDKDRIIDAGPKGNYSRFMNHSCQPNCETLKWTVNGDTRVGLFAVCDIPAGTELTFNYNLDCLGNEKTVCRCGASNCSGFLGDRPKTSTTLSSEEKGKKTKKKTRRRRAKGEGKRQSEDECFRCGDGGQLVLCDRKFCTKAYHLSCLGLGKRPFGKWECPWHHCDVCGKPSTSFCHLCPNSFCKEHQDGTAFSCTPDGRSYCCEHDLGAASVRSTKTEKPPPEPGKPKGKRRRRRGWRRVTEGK
LANA DNA inh = inhibitors of KSHV LANA C-terminal domain DNA binding; MBP-C-LANA/FAM-LBS DNA binding, fluorescence polarization; inhibition, % at 9 µM; actives 0.078% (n = 340,000); AID 504423;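 active = highest replicate inhibition at or above 60% at 9 µM, even if other replicates fall short; inactive = all replicates below 60% inhibition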;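 also: 0% = neutral control wells and 100% = 4 µM acridine orange control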
Cardiac RTF inh = cardiac RTF calcium desensitization | AID 493244 | actives 0.12% (n = 340,000) | inhibition, % at 7.15 µM | IANBD-labeled cardiac RTF, Ca2+ fluorescence | P19429+P45379;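 active = inhibition above the mean inhibition of all tested compounds plus 3 SD, cut at about 17% in these data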;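 also: assay run at fixed EC70 calcium of 1.6 mM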
Arr AP2 block = inhibitors of human beta-arrestin and AP2 interaction. FITC-arrestin peptide / GST-AP2 beads, flow cytometry; AP2 beta2 appendage carries R879A mutation. actives 0.31% (n = 340,000). inhibition, % at 10 µM;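 active = inhibition above a set limit, near 3 SD of compounds lacking own fluorescence, cut at about 54% in these data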;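 also: plate controls were DMSO wells for no effect and 5 µM unlabelled arrestin peptide for full effect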
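system = GST-tagged AP2 beta2-adaptin appendage (R879A) on 4 µm glutathione beads | reagent = FITC-labelled arrestin peptide probe, 50 nM final | schedule = compound with beads 12 min RT, then probe 1 h RT | signal = HyperCyt-sampled flow cytometry, FL1 channel, ex 488/em 535 nm | read-out = percent response from loss of bead-bound FITC fluorescence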
DSG3 Ab inh = human desmoglein-3 autoantibody binding inhibition; DSG3-coupled beads, scFv-anti-DSG3-GFP binding, flow cytometry; active compounds read low; AID 588358; actives 0.48% (n = 310,000); binding (percent of control), % at 10 µM;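 active = binding more than 3 SD below its plate's average and above zero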;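 also: hits lower antibody fragment binding to DSG3; some compounds called inactive have numbers as strong as hits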
CAL PDZ FP-2 = CAL PDZ (human) peptide binding inhibition | purified CAL PDZ, TMR-peptide fluorescence polarization, 1 h | inhibition, % at 24.9 µM | Q9HD26 | actives 0.92% (n = 300,000) | AID 602252;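 active = mean inhibition of at least 30% with at least half of replicates also reaching 30%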;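 also: 0% = DMSO neutral control and 100% = excess unlabeled competitor peptide PRC23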
Numbers without * were called inactive; . = no result given. A portion of the library (hit frequency here may not be typical).

SMILES	V-ATPase pHluor	CAL PDZ FP-1	Keap1-Nrf2 PPI	DAGLB inh	NSD2 inh	LANA DNA inh	Cardiac RTF inh	Arr AP2 block	DSG3 Ab inh	CAL PDZ FP-2
CCCCCCCC(=O)NC(Oc1ccccc1[N+](=O)[O-])C(Cl)(Cl)Cl (stereo not drawn)	-0.2	-0.8	-3.5	-6.1	-6.9	-0.1	3.4	-6.1	101.4	-2.3
CN1CCN(c2ccc(N)cc2Cl)CC1	0.5	0.6	-4.3	.	77.0*	-18.1	.	59.3*	97.3	4.7
CCCOP(=O)(OCCC)C(NC(=O)c1ccccc1)=C(Cl)Cl	4.3	-2.9	-1.5	-0.6	-0.9	2.3	9.2	-2.4	100.2	-5.2
O=C1/C(=C/c2ccc3c(c2)OCO3)N2CCC1CC2	-1.0	-0.3	0.7	-0.5	2.7	0.0	0.4	17.4	124.3	-5.6
CCCNC(=O)N1[C@H]2CC[C@@H]1C(C(=O)OC)=C(c1ccc(OC(F)(F)F)cc1)C2	-6.1	1.2	0.0	-4.1	.	1.2	-4.6	3.8	99.0	-4.7
O=C(c1c[nH]cc1-c1ccccc1)c1cccc2ccccc12	-4.7	-0.1	3.7	-7.7	3.6	-2.8	1.5	-3.4	107.1	-1.7
COC(=O)C1=C(c2ccc(Cl)c(C(F)(F)F)c2)C[C@@H]2CC[C@H]1N2C(=O)NCc1ccco1	2.1	-1.3	2.5	-1.0	.	-0.5	5.0	18.0	105.7	-3.1
O=C1CSC2(CN3CCC2CC3)N1 (stereo not drawn)	-0.1	-0.4	-5.5	-0.9	.	-2.4	3.6	-0.2	104.1	-0.5
O=C(CN1CCCCC1)Nc1ccc(Br)cc1C(=O)c1ccccc1Cl	-1.4	.	0.5	-9.1	-0.5	-0.3	-17.9	7.7	97.1	-11.1
O=C(CN1CCCCC1)NCC(=O)Nc1ccc(Br)cc1C(=O)c1ccccc1	-3.0	-0.6	-2.5	-4.2	2.7	1.0	-1.8	-6.2	.	-7.4
C=CCn1c(O)c(C(CC)=NCCC2=CCCCC2)c(=O)[nH]c1=O	5.4	-1.5	-2.6	0.9	3.1	0.0	-5.2	-1.7	.	0.0
CC(N)Cc1c[nH]c2c1ccc1ccccc12 (stereo not drawn)	-2.0	-1.2	-4.2	-0.5	27.7	-2.2	-1.3	39.8	95.4	-5.1
CCOP(=O)(Cc1ccc(C#N)o1)OCC	1.9	-0.2	4.9	2.8	0.7	0.0	-11.9	-9.1	108.1	.
CCCCN(Cc1ccccc1)C1CCN(CCc2ccccc2)CC1	0.9	-1.0	-3.0	-4.1	12.9	0.0	-8.3	-11.5	118.2	-0.2
Cc1ccc(S(=O)(=O)NP(=O)(Oc2ccccc2)Oc2ccccc2)cc1	1.9	-2.4	0.6	4.8	-2.4	1.5	-3.1	19.9	108.2	-3.9
CC(C)NCC(O)c1ccc(C2CCCC2)cc1 (stereo not drawn)	0.5	0.2	-5.5	-0.9	15.8	0.0	-30.3	-1.9	93.9	.
O=C(c1ccc2c(c1)ncn2-c1ccc(F)cc1F)N1CCC2(CC1)OCCO2	-2.6	-1.8	0.6	1.3	12.1	-0.7	-6.6	-3.1	88.2	-5.6
O=C(Nc1ccccc1)NC1CC2CCC(C1)N2 (stereo not drawn)	5.5	-1.6	-3.0	4.6	-2.4	-0.7	6.6	5.5	88.9	-1.4
CCOC(=O)C(NC(=O)CC)(Nc1ccc(C(O)(C(=O)OCC)C(F)(F)F)cc1C)C(F)(F)F (stereo not drawn)	0.1	-0.1	-3.0	-1.4	0.8	0.4	12.1	2.8	.	14.4
Fc1ccc(CNCCc2ccccc2F)cc1	4.8	-2.3	-5.9	0.0	.	-2.5	-5.5	7.3	.	-1.8
CCN1CCN(C(=O)Cc2coc3ccc4ccccc4c23)CC1	1.0	-2.0	-1.8	-0.3	18.7	-0.3	0.8	4.7	.	-4.8
COC(=O)C1=C(c2cc3ccccc3o2)C[C@@H]2CC[C@H]1N2C(=O)NCc1ccccc1	-2.2	0.4	-1.9	-1.1	.	-0.1	3.1	2.8	103.5	-1.2
O=C(c1ccc(N2CC3CC(C2)c2cccc(=O)n2C3)c([N+](=O)[O-])c1)N1CCCCC1 (stereo not drawn)	1.7	-0.6	3.0	2.5	0.6	-2.0	-12.6	21.1	95.3	-0.8
CC(C)(C)n1cc(C(=O)c2ccccc2)cc1-c1ccccc1	0.0	-1.4	-1.2	-7.7	-3.5	2.0	-2.9	0.0	93.1	-0.1
CC1(C)N=C(c2ccccc2)[C@@H]2C(c3ccc([N+](=O)[O-])cc3)N21 (stereo partly drawn)	1.1	-0.6	-3.1	0.7	0.6	-0.2	3.7	0.3	100.1	-4.8
CCn1c(O)c(/C=N/NC(=O)c2ccccc2)c(=O)[nH]c1=S	-1.6	-0.3	-2.4	3.1	0.7	0.5	-4.1	-8.3	98.5	74.2*
COc1ccc(C(O)P(=O)(OC(C)C)OC(C)C)cc1 (stereo not drawn)	2.7	-0.9	-3.3	0.3	-0.3	-0.1	-1.0	7.5	.	9.5
CCC1(CC(C)C)C(=O)NC(=S)NC1=O	0.3	0.0	-1.7	-0.8	-1.1	1.1	-6.1	1.6	98.2	.
Cc1ccc(OC(F)F)c(N2C(=O)C3C4CCC(O4)C3C2=O)c1 (stereo not drawn)	0.2	0.5	7.5	-0.1	-1.9	1.9	-10.0	20.0	98.5	.
COc1ccc(S(=O)(=O)N2CC3CC(C2)c2cccc(=O)n2C3)cc1 (stereo not drawn)	0.7	-0.8	-1.7	0.6	-2.6	-0.6	-3.5	20.5	111.7	3.1

Structures listed so far that have four or more nitrogen atoms:
SMILES	V-ATPase pHluor	CAL PDZ FP-1	Keap1-Nrf2 PPI	DAGLB inh	NSD2 inh	LANA DNA inh	Cardiac RTF inh	Arr AP2 block	DSG3 Ab inh	CAL PDZ FP-2
O=C(c1ccc(N2CC3CC(C2)c2cccc(=O)n2C3)c([N+](=O)[O-])c1)N1CCCCC1 (stereo not drawn)	1.7	-0.6	3.0	2.5	0.6	-2.0	-12.6	21.1	95.3	-0.8
CCn1c(O)c(/C=N/NC(=O)c2ccccc2)c(=O)[nH]c1=S	-1.6	-0.3	-2.4	3.1	0.7	0.5	-4.1	-8.3	98.5	74.2*

Additional entries
SMILES	V-ATPase pHluor	CAL PDZ FP-1	Keap1-Nrf2 PPI	DAGLB inh	NSD2 inh	LANA DNA inh	Cardiac RTF inh	Arr AP2 block	DSG3 Ab inh	CAL PDZ FP-2
Cc1cc(OC(=O)N(C)C)n(-c2ccccc2)n1	0.7	-0.2	-3.8	-3.0	-2.3	-3.3	-6.7	-3.4	96.0	-3.9
O=C1NC(=O)N(c2ccccc2)C(=O)/C1=C\c1ccccc1[N+](=O)[O-]	0.8	-1.5	0.0	1.0	4.8	0.1	-1.6	2.2	113.2	-9.2
CCC(=NCCC(c1ccccc1)c1ccccc1)c1c(O)[nH]c(=O)[nH]c1=O	4.1	-1.9	-0.1	1.1	0.8	-1.1	1.7	-43.5	106.5	19.7
O=C(Nc1cccc(OC(=O)N2CCCCC2)c1)N1CCOCC1	1.9	0.1	-2.5	0.6	-2.6	3.3	1.2	13.1	111.7	.
Cn1c(N2CCNCC2)nc2ccccc21	3.2	1.0	-6.9	-2.1	0.6	0.3	-5.2	-12.0	113.2	.
O=c1[nH]c(O)c(N=Nc2ccc(S(=O)(=O)N3CCOCC3)cc2)c(=O)[nH]1	-4.1	-0.4	-5.2	0.5	0.7	0.7	-14.4	10.5	106.9	-3.7
Cc1cccc(NC2=NCCCS2)c1C	0.6	-1.6	-3.4	1.2	0.6	0.0	-1.9	-40.4	103.2	-1.2
COCC(C)OC(=O)c1c(N)n(Cc2ccco2)c2nc3ccccc3nc12 (stereo not drawn)	-1.0	-1.8	-0.5	-3.9	2.7	2.7	-19.2	3.4	.	-10.1
CC1CN=C(Nc2ccc(N(C)C)cc2)S1 (stereo not drawn)	-0.9	-2.1	-3.1	1.1	10.8	0.8	9.9	13.6	83.8	-1.6
CC(C(N)=O)N1CC(c2ccccc2)CC1=O (stereo not drawn)	-1.1	1.4	-1.3	-2.8	-1.8	0.4	-6.3	37.0	100.8	-4.8
CC(=O)C1(c2ccccc2)CCN(C(=O)C2CCC(=O)N(CCc3cccc(F)c3)C2)CC1 (stereo not drawn)	0.9	-0.2	-0.7	0.3	1.3	-1.4	-4.9	-9.9	110.8	-3.1
COc1c(/C=C2/C(=O)NC(=O)N(C)C2=O)c(CCN(C)C(=O)c2ccccc2)cc2c1OCO2	-2.4	0.3	-3.4	-3.2	.	-1.5	-3.8	1.9	101.7	-6.4
O=C(NCc1cccnc1)C(Cl)(Cl)Cl	-0.9	-0.1	1.9	-0.7	.	0.1	0.1	6.0	100.4	-4.7
COc1ccc(-n2c(Cc3cccc([N+](=O)[O-])c3)nc3ccccc3c2=O)cc1	-3.9	-1.8	-7.4	1.4	1.3	2.5	-14.2	4.6	.	-1.0
COc1cccc(-n2c(O)c(C=NCCN3CCNCC3)c(=O)[nH]c2=S)c1	3.2	-2.9	-5.4	-3.6	2.1	1.4	-8.3	4.1	91.2	1.3
COc1ccc(OC)c(-n2c(O)c(C=NCCN3CCNCC3)c(=O)[nH]c2=S)c1	4.1	-0.1	3.2	-1.6	0.8	1.2	-6.2	-10.2	102.1	-2.3
CCOC(=O)c1c(C)n(C(C)C)c2ccc(OC(=O)c3ccc(N4C(=O)CCC4=O)cc3)cc12	-0.6	-0.1	3.2	1.1	-1.5	-0.5	3.0	5.4	108.7	8.9
CC(CN(C)C1CCN(C)CC1)c1ccccc1 (stereo not drawn)	2.6	-0.8	-3.8	-1.4	-2.5	-4.1	-2.0	3.8	121.8	0.8
CN1CCC(O)(c2ccccc2)C2CCCC21 (stereo not drawn)	3.1	-0.5	0.1	-1.1	-3.3	-0.3	-2.3	1.8	103.8	.
Cn1cc(C(=O)NC2CC2)c2ccccc21	-3.8	0.4	6.5	2.5	-1.3	2.3	-12.9	7.0	116.0	.
CC(C)c1ccc(-n2c(O)c(C=NCCN3CCNCC3)c(=O)[nH]c2=S)cc1	9.7	-1.5	-5.7	0.8	0.5	3.9	-7.1	18.0	193.1	-1.3
Cc1ccc(N2C(=O)CC(=O)NC2=O)cc1	4.5	0.4	-0.5	-3.1	1.4	-0.4	-2.8	-0.8	100.4	-3.8
C1CCC(NC2CCCCC2)CC1	8.9	-0.2	-4.0	0.9	.	0.0	-10.7	5.8	103.5	-0.4

Compound profiles (already shown). Values in the order: V-ATPase pHluor	CAL PDZ FP-1	Keap1-Nrf2 PPI	DAGLB inh	NSD2 inh	LANA DNA inh	Cardiac RTF inh	Arr AP2 block	DSG3 Ab inh	CAL PDZ FP-2
COc1ccc(OC)c(-n2c(O)c(C=NCCN3CCNCC3)c(=O)[nH]c2=S)c1 is listed with 4.1	-0.1	3.2	-1.6	0.8	1.2	-6.2	-10.2	102.1	-2.3
COc1cccc(-n2c(O)c(C=NCCN3CCNCC3)c(=O)[nH]c2=S)c1 is listed with 3.2	-2.9	-5.4	-3.6	2.1	1.4	-8.3	4.1	91.2	1.3

Compound activity as filed in PubChem BioAssay.
